Assay outcomes (PubChem BioAssay)
GCN5L2 inh: blocks human GCN5L2 histone acetyltransferase; Q92830; GCN5L2 HAT assay, ThioGlo1 CoA-SH fluorescence; Potency, µM (top dose mostly 58.9 µM), for inactives: at the top dose activity change, negative = inhibition, actives largely listed as inhibitors; 390,000 compounds, 0.21% hits; AID 504327
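GCN5L2 (20nM final) in 50mM HEPES, 0.1mM EDTA pH 7.5, 0.01% Tween-20 was preincubated 15 min at room temperature with compound, then given ThioGlo1 (50uM), H3(1-25) peptide (75uM) and acetyl-CoA (70uM); CoA-thiol fluorescence (Ex340/Em540) was read at 0 and 20 min.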
N370S GC mod: N370S glucocerebrosidase modulation, Gaucher chaperone candidate; N370S GC spleen homogenate, 4MU-glucoside fluorescence; Potency, µM (top dose mostly 59.4 µM), without a hit: top-dose activity change, negative = inhibition, hits mostly inhibitors; 330,000 compounds, 0.092% hits; AID 2101;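 further: 0% = full enzyme activity and -100% = no enzyme basal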
FEN1 inhibitor: blocks human flap endonuclease 1. P39748. Recombinant FEN1 flap cleavage, fluorescence, 15 min. Potency, µM (titrated, usually from 114 µM), for inactives: at the top dose activity change, negative = inhibition, actives largely listed as inhibitors. 390,000 compounds, 0.35% hits; further: nearly all actives have a fitted effect of over 65% in size
Target sequence (P39748 whole entry, looked up): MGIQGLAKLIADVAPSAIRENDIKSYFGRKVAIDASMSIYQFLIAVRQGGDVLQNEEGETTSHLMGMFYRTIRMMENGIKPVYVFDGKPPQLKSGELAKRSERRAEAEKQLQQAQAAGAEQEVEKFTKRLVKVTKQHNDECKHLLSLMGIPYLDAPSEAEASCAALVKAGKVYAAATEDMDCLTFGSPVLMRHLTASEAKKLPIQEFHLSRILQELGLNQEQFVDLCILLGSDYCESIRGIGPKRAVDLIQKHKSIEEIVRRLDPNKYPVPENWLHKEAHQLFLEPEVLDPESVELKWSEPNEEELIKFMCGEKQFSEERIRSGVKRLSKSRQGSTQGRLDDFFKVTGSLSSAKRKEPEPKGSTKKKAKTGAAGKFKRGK
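With each library titrated from low to high concentration, compounds met 10 nM FEN1 for 15 min at room temperature before 50 nM substrate was added; readings at 0 and 15 min fed four-parameter Hill curve fits.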
Starred values were filed as active, the others as inactive; ? = inconclusive; nt = not tested or not shown; [ ] = dose if it differs, or a comment. The call rests on the fitted dose curve; in most records, active means well fitted curve in the direction sought with a large enough effect; inconclusive means small, poorly fitted or top-dose-only effect, or another doubt; inactive means no such curve, though single readings can be large; an effect the other way counts as inactive or inconclusive. Unless noted, on the % scale 0 is the no-effect control and ±100 the full control effect; potency means the concentration at half of the fitted maximal effect. This is a subset; the hit share may differ from the screen's.

SMILES	GCN5L2 inh	N370S GC mod	FEN1 inhibitor
CCCCOC(=O)/C=C\C(=O)NC(N)=O	0%	-4%	1%
CCCOc1cccc(C(=O)Nc2cccc(NC(=O)c3ccc(Cl)cc3Cl)c2)c1	-1%	nt	-12%
COc1cc(C(=O)NCCC(=O)NCCN2CCOCC2)cc(OC)c1OC	-12%	-11%	0%
O=C(OCC(O)C(O)COC(=O)c1ccccc1)c1ccccc1 (stereo not given)	1%	?	0%
CCOC(=O)c1cnc2c(CC)cccc2c1NCCN1CCOCC1	-8%	-13%	-27%
Cc1ccc(C(C(=O)NC2CCCCC2)N(C(=O)c2csnn2)C2CCCC2)o1 (stereo not given)	-1%	2%	-11%
CC1CCN(C(=O)c2ccc3ccccc3c2)CC1	-19%	-8%	9%
CC(OC(=O)CNC(=O)c1ccccc1)C(=O)Nc1ccc(S(=O)(=O)N2CCOCC2)cc1 (stereo not given)	3%	-18%	-3%
COCc1ccc(CN2CCC(n3nccc3NC(=O)CCCc3ccccc3)CC2)o1	0%	1%	14%
CCCc1nnc(SCC(=O)Nc2ccc(NC(C)=O)cc2)n1-n1cccc1	2%	-7%	5%
Cc1ccc(-n2nc3ccc(NC(=O)c4ccc5c(c4)OCO5)cc3n2)cc1	18%	1%	-3%
c1ccc(N2CCN(C3CC4CCC3C4)CC2)cc1 (stereo not given)	-8%	-7%	0%
O=C(NCC(=O)N1CCN(S(=O)(=O)/C=C/c2ccccc2)CC1)c1ccccc1F	-10%	-15%	0%
N/C(=N\OC(=O)c1ccc(Cl)cc1)c1cccnc1	-2%	7%	7%
CC(=O)N1CC2(NC(=O)c3ccccc3N2)c2ccccc21 (stereo not given)	-8%	14%	-12%
Cc1cc(C)nc(NS(=O)(=O)c2ccc(NC(=O)CN3C(=O)c4ccccc4C3=O)cc2)n1	-7%	1%	nt
CCO[C@@H]1OC(C(=O)N2CCN(Cc3ccccc3)CC2)=C[C@H](c2coc3ccccc3c2=O)[C@H]1CCCO	0%	-3%	-12%
CCOc1ccc(C(=O)c2cn(CC(=O)Nc3ccc(Cl)cc3)c3cc4c(cc3c2=O)OCCO4)cc1	0%	nt	2%
CCc1ccc(NC(=O)C2CCN(S(=O)(=O)c3ccc4c(c3)NC(=O)C(C)S4)CC2)cc1 (stereo not given)	-14%	-16%	-15%
Cc1ccc(NC(=O)COC(=O)C2(CC(=O)NC(C)(C)C)CCCC2)cc1C	-6%	nt	0%
COc1ccc(-c2c(C#Cc3ccsc3)c3cc(-c4ccc(C(N)=O)cc4)ccc3n2C)cc1	-3%	nt	-4%
Cc1ccc2[nH]c(=O)c(CN(C(=O)c3cccc(Cl)c3)C(C)(C)C)cc2c1	-8%	nt	16%
CCOc1cccc(C2c3[nH]c4ccccc4c3CCN2C(=O)CSc2ccccc2)c1 (stereo not given)	-9%	nt	10%
Cc1ccc(NC(=O)COC(=O)CCc2ccccc2)c(Cl)c1	-10%	4%	-15%
COc1ccc(/C=N/NS(=O)(=O)c2ccccc2)cc1OC	-5%	-2%	-4%
COC(=O)c1ccc(Cl)cc1NC(=O)N1CCC(CN2CCCC2)CC1	-5%	nt	-3%
CCc1nn(CCCC(=O)N(C)Cc2ccccc2)c(=O)c2cc3occc3n12	-2%	14%	-4%
COC(=O)[C@H](CC(C)C)NC(=O)NCCC1=CCCCC1	0%	1%	-4%
CC(=O)c1sc(-c2ccc(F)cc2)cc1NS(=O)(=O)c1ccc(C)cc1	-2%	-4%	9%
COc1cccc(NC(=O)c2cnc(SCC(=O)NCc3ccc4c(c3)OCO4)n(C)c2=O)c1	-9%	3%	-10%
Cc1ccc(Nc2nc(CSc3nnc(-c4ccc(F)cc4)n3C)cs2)cc1	-1%	26%	-1%
O=C1CC(C(=O)N2CCN(c3ccccn3)CC2)CN1Cc1ccccc1Cl (stereo not given)	1%	-2%	6%
O=C(c1ccncc1)c1nccn1-c1ccccn1	2%	-6%	10%
Cc1nnc(N/N=C/c2c[nH]c3ccccc23)[nH]c1=O	0%	6%	1%
Cc1c(C(=O)c2ccccc2)c2ccccn2c1CCc1ccccn1	-9%	-2%	8%
COc1ccc(CNC(=O)CCc2nnc3n(CC(C)C)c(=O)c4ccccc4n23)cc1	1%	nt	-2%
Clc1ccc(/C=N/NC2=Nc3cccc4cccc2c34)cc1	12%	-14%	-4%
CCc1ccccc1N1C(=O)C2C3C=CC(CC3)C2C1=O (stereo not given)	2%	-12%	19%
COc1cccc2cc(C(=O)OCC(=O)NCc3ccc4c(c3)OCO4)c(=O)oc12	-1%	0%	-5%
COc1ccc(N2CCN(C(=O)c3cc(C)oc3C)CC2)cc1	-12%	0%	-13%

Compound profiles (already shown). Order of values: GCN5L2 inh	N370S GC mod	FEN1 inhibitor
`COc1ccc(N2CCN(C(=O)c3cc(C)oc3C)CC2)cc1` in the list: -12%	0%	-13%
`COc1cccc2cc(C(=O)OCC(=O)NCc3ccc4c(c3)OCO4)c(=O)oc12` in the list: -1%	0%	-5%
`Cc1ccc(Nc2nc(CSc3nnc(-c4ccc(F)cc4)n3C)cs2)cc1` in the list: -1%	26%	-1%
`CCc1ccccc1N1C(=O)C2C3C=CC(CC3)C2C1=O` (stereo not given) in the list: 2%	-12%	19%
`O=C1CC(C(=O)N2CCN(c3ccccn3)CC2)CN1Cc1ccccc1Cl` (stereo not given) in the list: 1%	-2%	6%

Next structures:
SMILES	GCN5L2 inh	N370S GC mod	FEN1 inhibitor
CCOc1ccccc1C1CC(=O)NC2=C1C(=O)CC(C)(C)C2 (stereo not given)	-5%	4%	9%
O=c1[nH]c(=O)n(C2CCCO2)cc1Br (stereo not given)	-3%	-3%	-2%
Cc1ccc(C)c(OC(=O)CSc2nnc(CNC(=O)c3ccccc3)o2)c1	-2%	nt	8%
COc1ccc(/C=C/C(=O)c2ccc(Cl)cc2)c(OC)c1	-2%	17%	0%
CCN(CC)CCOC(=O)c1cccc(OC)c1	0%	9%	1%
Cc1cc2cc(CN(CC3CCCO3)C(=S)NCc3ccco3)c(=O)[nH]c2cc1C (stereo not given)	-1%	?	-13%
Cc1cccc(CNc2ncncc2-c2cccnc2)c1	-11%	-4%	nt
N#CCCN(C(=O)COC(=O)CNC(=O)C12CC3CC(CC(C3)C1)C2)c1ccccc1	-5%	2%	7%
Cc1ccc(/C=C/C(=O)O)cc1S(=O)(=O)NCCCO	-3%	1%	-1%
Fc1cccc(NC(=S)NCc2ccccc2Cl)c1	-4%	5%	10%

3 entries out of the list, sorted by length of the SMILES, low to high:
SMILES	GCN5L2 inh	N370S GC mod	FEN1 inhibitor
CCN(CC)CCOC(=O)c1cccc(OC)c1	0%	9%	1%
O=C(OCC(O)C(O)COC(=O)c1ccccc1)c1ccccc1 (stereo not given)	1%	?	0%
CCCc1nnc(SCC(=O)Nc2ccc(NC(C)=O)cc2)n1-n1cccc1	2%	-7%	5%

Other entries
SMILES	GCN5L2 inh	N370S GC mod	FEN1 inhibitor
CCOc1ccc(N2C(=O)CC(Cc3cc(C)cc(C)c3)C2=O)cc1 (stereo not given)	?	1%	-8%
CCOC(=O)c1c(S(=O)(=O)N(C)C2CCCCC2)c(C)n(C)c1C	-3%	-5%	1%
C/C(=C/C(=O)N1CCc2ccccc21)C(=O)O	-4%	-10%	3%
Cc1ccc(C(=O)CNc2cccc(Cl)c2)cc1	-3%	3%	-4%
CC(=O)Nc1ccccc1C(=O)C(=O)Nc1ccccc1	-16%	4%	-8%
CC(C)C(=O)Nc1ccc(NC(=O)c2ccc3c(c2)OCO3)cc1	3%	-3%	-1%
COc1cc(NC(=O)Cc2cccs2)c(C(=O)O)cc1OC	-4%	-1%	-5%
CN1CCN(CC(O)COc2ccc(S(=O)(=O)N3CCOCC3)cc2)CC1 (stereo not given)	-3%	nt	-10%
COc1ccc(Br)cc1C(=O)NC(=S)Nc1c(C)n(C)n(-c2ccccc2)c1=O	2%	-5%	-1%
Cc1cccc(N(Cc2ccccc2)C(=O)c2ccccc2S(C)(=O)=O)c1	?	-2%	-4%
Cc1cc(Oc2ccccc2)nc(SCC(=O)Nc2ccc(Cl)cc2Cl)n1	0%	?	-14%
COC(=O)c1ccccc1NC(=O)c1onc(C)c1Cl	-2%	-2%	-9%
CCc1ccc(NC(=O)Cn2nnc(C(=O)Nc3cc(C)ccc3OC)c2N)cc1	5%	nt	3%
CC(=O)Nc1cccc(NC(=O)C2CCCN2C(=O)Nc2cccc(F)c2)c1 (stereo not given)	-7%	9%	-2%
COc1ccc(CN2C(=O)N(c3cccc(C)c3)C(=O)C2CC(=O)Nc2ccc(F)cc2)cc1OC (stereo not given)	-4%	nt	13%
COc1ccccc1N1C(C)=CC(=C(C#N)c2nc3ccccc3s2)C=C1C	-10%	14%	-13%
CC1CCN(Cc2c(C(=O)N/N=C/c3ccc(C(F)(F)F)cc3)nnn2-c2nonc2N)CC1	-10%	-7%	1%
CC(C)CCNC(=O)CNC(=S)N(CCCN1CCOCC1)Cc1cccs1	-3%	?	-4%
CC1CCN(c2nnc(-n3cccc3CNc3cccc(F)c3)s2)CC1	-15%	nt	-15%
COc1cccc(/C=N/n2c(-c3cc(C)[nH]n3)n[nH]c2=S)c1OC	-3%	-2%	-9%
O=C1CC(N2CCN(c3ccc(S(=O)(=O)N4CCCC4)cc3)CC2)C(=O)N1c1ccc(F)cc1 (stereo not given)	0%	-3%	-10%
O=C(c1cccc(-n2cccc2)c1)N1CCN(S(=O)(=O)c2ccccc2Br)CC1	-8%	-7%	-6%
Cc1cc(C)n2c(nc3ccccc32)c1C(=O)NN	-13%	8%	-10%
Cc1c(Cl)cccc1NC(=S)Nc1ccc2[nH]c(=O)[nH]c2c1	-2%	-6%	-8%
Cc1nn(C)c(C)c1/C=C/C(=O)O	-4%	-4%	-4%
CSCCC(NS(=O)(=O)c1cc(C(=O)O)ccc1Cl)C(=O)O (stereo not given)	-4%	0%	-8%
COc1ccccc1CNC(=O)c1c[nH]c2ccc(S(=O)(=O)Nc3cc(C)cc(C)c3)cc2c1=O	-10%	nt	-24%
CN1CCN(C(=S)NC(=O)c2ccc(Br)cc2)CC1	1%	4%	11%
CSc1nnc(NC(=O)c2ccc(S(=O)(=O)N3CCOCC3)cc2)s1	-3%	1%	6%
CC(C)(C)c1cc(CCC(=O)NCCc2ccccn2)cc(C(C)(C)C)c1O	0%	-13%	0%

Taken from above.
GCN5L2 inh result of `CC(C)(C)c1cc(CCC(=O)NCCc2ccccn2)cc(C(C)(C)C)c1O` = 0%
FEN1 inhibitor result of `O=C(c1cccc(-n2cccc2)c1)N1CCN(S(=O)(=O)c2ccccc2Br)CC1` = -6%
N370S GC mod result of `CSc1nnc(NC(=O)c2ccc(S(=O)(=O)N3CCOCC3)cc2)s1` = 1%
FEN1 inhibitor result of `CN1CCN(C(=S)NC(=O)c2ccc(Br)cc2)CC1` = 11%

(next part)
SMILES	GCN5L2 inh	N370S GC mod	FEN1 inhibitor
COc1ccc(NC(=O)CN2CCN(CC(=O)Nc3ccc(OC)cc3)CC2)cc1	2%	0%	-14%
Cc1nn(CC(=O)Nc2ccccc2)c(=O)c2ccccc12	-2%	0%	-4%
Cc1ccc(C(=O)Nc2cc(Cl)ccc2-n2cncn2)o1	-6%	-7%	6%
[O-][N+]12CC[N+]([O-])(CC1)c1ccccc12	0%	-18%	1%
Cc1cc(Cl)ccc1N(CC(=O)N=Nc1c(O)[nH]c2ccccc12)S(C)(=O)=O	-1%	?	-18%
CNC(=O)NC(=O)CSc1ccc(NC(C)=O)cc1	-4%	2%	4%
COc1ccccc1NC(=O)/C(=C/c1ccncc1)NC(=O)c1ccccc1	-1%	-2%	3%
Cn1nc(-c2ccc(Cl)cc2)c2cc(C(=O)NCCCN3CCOCC3)sc21	-4%	-11%	?
COc1ccc(N2CCN(C(=O)c3ccc4c(c3)NC(=O)C(CSCc3cccc(F)c3)N4)CC2)cc1 (stereo not given)	?	-7%	nt
Cc1ccc2cc(CN(CC(C)C)C(=O)C3CCCO3)c(=O)[nH]c2c1 (stereo not given)	-2%	-8%	5%
O=C(CCc1nnc2n(Cc3ccc(Cl)cc3)c(=O)c3ccccc3n12)NCCCN1CCOCC1	0%	-3%	6%
COCCn1c(C)cc(C(=O)COC(=O)/C=C/c2cccc(OC)c2)c1C	-5%	6%	10%
CN(C)S(=O)(=O)c1ccc(C(=O)OCC(=O)c2ccc(OC(F)F)cc2OC(F)F)cc1	-7%	-2%[2.35 µM]	19%
COc1cccc(NC(=O)C2CCCN(S(=O)(=O)c3ccc4[nH]c(=O)ccc4c3)C2)c1 (stereo not given)	3%	nt	-7%
Cc1onc(-c2ccccc2)c1C(=O)N(Cc1ccco1)Cc1cccs1	0%	-19%	-22%
Cc1ccccc1NC(=O)Cn1c(O)c(N=NC(=O)c2ccccc2O)c2ccccc21	?	-10%	-27%
O=C(Cc1ccc(F)cc1)N1CCC2(CC1)NCCc1[nH]cnc12	-1%	-19%	-12%
COc1ccccc1N1CCN(S(=O)(=O)c2ccc(-n3cnnn3)c(C)c2)CC1	-2%	-9%	-9%
CCOc1cc(-c2ccc(OC(=O)c3ccccc3Cl)c(OC)c2)cc(=O)c2c(C)oc(C)c12	-3%	nt	-6%
